CHO parental Ca = ATP-evoked calcium signal inhibitors, parental CHO, primary screen, counter-screen for OX1R antagonist project, cell-based, fluorescence, Fluo-8 calcium dye; parental CHO-K1, ATP-induced calcium, Fluo-8 fluorescence; inhibition, % at 5.6 µM; 330,000 compounds, 0.63% hits; AID 463079, 2010;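 active = inhibition above that plate's mean sample inhibition plus 3 SD, cut at about 26% in these data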;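 note: 0% = ATP-challenged DMSO wells and 100% = DMSO wells without ATP; some compounds past the cut are filed as inactive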
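Material: parental CHO cells / Compound: single nominal dose of 5.6 µM per compound / Signal: Fluo-8 fluorescence / Replicates: singlicate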
M1 ag = human M1 muscarinic receptor agonists, primary screen, Fluo-8 calcium fluorescence, CHO-K1 cells, HTS. Muscarinic acetylcholine receptor M1 (Homo sapiens), P11229. CHO-K1 hM1, agonist mode; 0% DMSO, 100% acetylcholine EC100. activation, % at 3 µM. 360,000 compounds, 0.33% hits;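 active = activation above the run's mean compound activation plus 3 SD, cut at about 16% in these data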;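 note: peak over basal fluorescence ratio within a 140 s kinetic read after compound addition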
M1 antag = human M1 muscarinic receptor antagonists, primary screen, CHO-K1 cells, Fluo-8 calcium fluorescence, 1536-well. CHO-K1 hM1, ACh EC80 antagonist. 360,000 compounds, 1.3% hits. inhibition, % at 3 µM;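 active = percent inhibition above its own plate's cutoff, namely the mean of that plate's compound wells plus 3 SD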;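 note: peak over basal fluorescence ratio during 140 s after agonist addition; 0% = ACh EC80 plus DMSO and 100% = DMSO alone without agonist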
M1 PAM = human M1 muscarinic receptor positive allosteric modulators, primary screen, CHO-K1 cells, Fluo-8 calcium fluorescence, 1536-well; 360,000 compounds, 0.088% hits; activation, % at 3 µM; CHO-K1 hM1, ACh EC20; 0% = ACh EC20, 100% = maximal ACh; Muscarinic acetylcholine receptor M1 (Homo sapiens), P11229; AID 588819, 2011; in the data active = activation above about 19%, passing the limit was not always enough
OXTR potentiator = human OXTR potentiators, primary screen, fluorescence, CHO-OTR cells, Fluo-8 calcium; Fluo-8 calcium fluorescence, potentiator mode; 0% = oxytocin EC15, 100% = EC100; activation, % at 3 µM; 320,000 compounds, 0.061% hits;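 active = activation above that plate's cutoff, the mean activation of tested compounds plus 3 SD, cut at about 6.6% in these data, passing the limit was not always enough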;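 note: 100% uses oxytocin at 75 nM as the full agonist control; some results filed as inactive read as strong as hits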
Target sequence (P30559 whole entry, looked up): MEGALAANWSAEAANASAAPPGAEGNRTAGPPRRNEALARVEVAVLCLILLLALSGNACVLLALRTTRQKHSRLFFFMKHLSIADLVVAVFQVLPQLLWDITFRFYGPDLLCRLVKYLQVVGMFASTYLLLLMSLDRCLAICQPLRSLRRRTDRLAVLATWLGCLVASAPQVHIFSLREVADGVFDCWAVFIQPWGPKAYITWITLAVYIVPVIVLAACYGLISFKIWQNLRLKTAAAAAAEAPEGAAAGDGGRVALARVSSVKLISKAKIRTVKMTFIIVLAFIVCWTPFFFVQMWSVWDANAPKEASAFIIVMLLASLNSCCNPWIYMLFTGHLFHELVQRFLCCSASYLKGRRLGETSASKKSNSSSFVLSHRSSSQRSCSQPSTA
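Material: human OTR in CHO cells. Compound: 3.0 µM, one dose. Timing: compound 6 min at room temperature before oxytocin, 100 s read. Evaluation: % activation of max/min ratio relative to oxytocin controls. Replication: single well per compound, singlicate. Signal: Fluo-8 calcium dye fluorescence.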
CHRM4 antagonist = human M4 muscarinic receptor antagonists, primary screen, CHO cells, Fluo-8 calcium fluorescence. Muscarinic acetylcholine receptor M4 (Homo sapiens), P08173. CHO-hM4 cells, ACh EC80. inhibition, % at 3 µM. 360,000 compounds, 0.73% hits. AID 624125, 2012;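 active = inhibition above its plate's cutoff, the mean inhibition of sample wells plus 3 SD, cut at about 27% in these data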;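 note: 0% = acetylcholine EC80 with DMSO and 100% = DMSO without agonist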
Target sequence (P08173 whole entry, looked up): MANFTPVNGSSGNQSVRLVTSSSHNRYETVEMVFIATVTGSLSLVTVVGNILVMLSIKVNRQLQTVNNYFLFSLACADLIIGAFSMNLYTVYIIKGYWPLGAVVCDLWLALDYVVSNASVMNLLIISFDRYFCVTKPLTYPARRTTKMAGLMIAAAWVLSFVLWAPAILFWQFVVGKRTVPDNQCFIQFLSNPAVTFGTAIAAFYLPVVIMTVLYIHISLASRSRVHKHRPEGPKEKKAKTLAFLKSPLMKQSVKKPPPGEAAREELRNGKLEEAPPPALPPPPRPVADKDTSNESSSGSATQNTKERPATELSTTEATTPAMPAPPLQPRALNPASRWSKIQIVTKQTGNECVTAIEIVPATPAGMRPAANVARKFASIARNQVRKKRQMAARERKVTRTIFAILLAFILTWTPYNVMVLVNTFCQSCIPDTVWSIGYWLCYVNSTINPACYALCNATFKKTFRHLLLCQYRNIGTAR
CHRM4 agonist = human M4 muscarinic receptor agonists, primary screen, CHO-K1 cells, Fluo-8 calcium fluorescence | Muscarinic acetylcholine receptor M4 (Homo sapiens), P08173 | CHO-K1 hM4/Gqi5; vehicle 0%, full acetylcholine response 100% | activation, % at 3 µM | 360,000 compounds, 0.14% hits | AID 624127, 2012;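 active = activation above the run mean over all test wells plus 3 SD, cut at about 32% in these data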;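 note: peak over basal fluorescence ratio per well then scaled between controls; 0% = DMSO wells and 100% = acetylcholine at EC100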
CHO-K1 Ca antag = counter-screen for M1 antagonists: effect in parental CHO-K1 cells. ATP-induced calcium, Fluo-8 fluorescence. inhibition, % at 3 µM. 360,000 compounds, 0.6% hits;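 active = inhibition above a per-plate cutoff, the plate's mean sample inhibition plus 3 SD, cut at about 24% in these data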;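 note: 0% = DMSO plus EC80 ATP and 100% = DMSO alone without ATP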
M1 ag parental = counter-screen for M1 agonists: effect in parental CHO-K1 cells; Fluo-8 calcium fluorescence; scaled to maximal ATP response, vehicle zero; activation, % at 3 µM; 360,000 compounds, 0.48% hits; in the data active = activation above about 15%;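 note: untransfected CHO-K1 host cells lacking M1 receptor as counterscreen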
The depositor's hits bear a star; nt = not tested or not shown.

smiles	CHO parental Ca	M1 ag	M1 antag	M1 PAM	OXTR potentiator	CHRM4 antagonist	CHRM4 agonist	CHO-K1 Ca antag	M1 ag parental
CC1(C(=O)NS(=O)(=O)C2CC2)CCN(C(=O)c2ccccc2F)C1 (stereo not given)	nt	1	-27	18	nt	-15	0	-9	0.7
COC(=O)c1nn(-c2ccccc2)ccc1=O	9	-1	10	0	-13	11	0	-15	0.1
CCOC(=O)c1c(NC(=O)C(=O)N/N=C/c2ccccc2O)sc2c1CCCCC2	-4	-1	-8	8	3	5	1	3	0.1
COc1ccc(CCNC(=O)CSc2cccc3cccnc23)cc1OC	0	-4	-6	8	-7	7	0	-7	0.1
COc1ccc(/C=N/Nc2ncnc(Cl)c2N)cc1OC	-3	-3	-12	9	-3	0	1	-17	0.2
COc1cc(N)c(C(O)c2nccc3cc(OC)c(OC)cc23)cc1OC (stereo not given)	-9	-5	-9	3	-3	-13	2	-18	1.8
CNC(=S)NN(c1ccccc1)c1ccccc1	-17	-4	-1	2	0	-8	0	15	-0.7
N#Cc1ccc(-c2ccc(F)cc2)nc1SCC(=O)Nc1sc2c(c1C#N)CCC2	-13	-3	4	0	-12	9	0	-3	0.2
Cc1ccc(NC(=O)COc2ccc(-c3nnco3)cc2)cc1S(=O)(=O)N1CCOCC1	-4	0	9	-6	-4	3	9	4	7.3
N#C/C(=C\c1ccc2c(c1)OCO2)C(N)=S	-10	-2	8	-2	-6	-2	0	7	0.1
CC(C)(C)OC(=O)C(C1NC(C(=O)O)C(C)(C)S1)N1C(=O)c2ccccc2C1=O (stereo not given)	nt	-1	-6	4	nt	-5	0	-12	0.2
O=c1[nH]cnc2c1ncn2-c1ccc(Cl)cc1	nt	-1	-5	-1	nt	8	1	-9	0.2
Cc1ccc(NC(=O)CCNS(=O)(=O)c2ccc3[nH]c(=O)oc3c2)cc1F	0	-1	-8	4	-2	2	2	-17	0.5
Cn1nnnc1SCC(=O)Nc1ccccc1[N+](=O)[O-]	-8	5	-10	4	-8	-8	1	-6	0.0
O=C(O)CC(CCc1ccccc1)OC1OC(CO)C(O)C(O)C1O (stereo not given)	-8	-3	-3	1	0	-6	1	-6	0.5
Cc1cc2c(c(=O)n1CCc1ccccc1)C(c1ccco1)C(C#N)=C(N)O2 (stereo not given)	-11	-9	7	-6	-11	6	3	-13	4.7
CCc1c(C(=O)NNC(=S)NC2CCCCC2)csc1C	-10	-1	-2	2	-3	-17	2	-4	3.1
O=C(N/N=C/c1cccc(O)c1)c1csc2ccccc12	-20	-4	-20	-3	-11	-24	12	-7	3.8
O=C(NNc1nc2c(F)cc(F)cc2s1)C1COc2ccccc2O1 (stereo not given)	-11	-4	0	2	-8	10	0	-11	-0.2
COc1ccc(NC(=O)C/C(C)=N/NC(=O)C(=O)NC2CCCCC2)c(OC)c1	-8	-7	9	-11	-12	-8	0	-4	-0.2
CCOc1ccc(-n2c(=O)c3sccc3n(CC(=O)NCc3ccco3)c2=O)cc1	-10	-3	-1	3	-4	-4	0	-13	0.4
COc1cc(C(=O)Nc2ccc(O)cc2C(=O)O)ccc1OC(C)=O	-3	-2	-2	2	-2	5	-2	15	-1.0
O=C(c1cc2ccccc2o1)N1CCN(c2cccc(C(F)(F)F)c2)CC1	-10	-1	3	4	-6	6	1	-8	1.6
O=S(=O)(c1ccc(Br)cc1F)N1CCCCC1CCO (stereo not given)	nt	-4	-8	6	nt	-1	1	-3	0.0
CCc1nc2ccc(C(=O)NCCCn3ccnc3)cn2c1N(CC)CCOC	nt	-8	-8	5	nt	-2	0	-8	2.0
CC(C)CC1C(=O)N(Cc2cn(Cc3ccco3)nn2)CCS(=O)(=O)N1Cc1ccc(-c2ccncc2)cc1 (stereo not given)	nt	-5	6	-7	nt	-8	21	-13	6.2
CCN(CC(=O)N1CCCC1)S(=O)(=O)c1ccc(F)cc1	nt	-1	-13	7	nt	-5	0	-1	1.1
C=CCOC(=O)C1=C[C@@H](c2ccc(C(F)(F)F)cc2)C[C@@H](OCc2ccc(CO)cc2)O1	-1	-1	-7	6	-12	-3	2	-3	-0.2
CCn1c(CC(=O)Nc2ccccc2F)nnc1SCC(=O)NC1CCCC1	-10	-3	-4	4	2	-10	1	-22	1.1
C[C@H](NC(=O)c1nc[nH]c1C(=O)NC(c1ccccc1)c1ccccc1)C(=O)OC(C)(C)C	-33	-7	7	-3	-12	6	-1	-19	-0.5

(continued)
smiles	CHO parental Ca	M1 ag	M1 antag	M1 PAM	OXTR potentiator	CHRM4 antagonist	CHRM4 agonist	CHO-K1 Ca antag	M1 ag parental
CN(CCc1ccccc1)C(=O)c1ccc(NC(=O)Cc2cccc(NC(=O)C3CCN(C(=O)C4CCCC4)CC3)c2)cc1	nt	-2	-4	7	nt	-5	0	-4	0.7
CC1CCCCN1Cc1cnc(Cl)s1 (stereo not given)	7	-4	-22	6	-8	-4	1	-8	0.8
CC(=O)Nc1ccc(S(=O)(=O)N2CCN(Cc3ccncc3)CC2)cc1	-6	-3	6	0	-6	2	0	5	0.1
O=C(O)c1ccc2c(=O)n3c(nc2c1)/C(=C/c1ccc(Cl)c(Cl)c1)CC3	-6	0	1	8	-8	-2	1	7	0.0
Cc1oc2c(c1C(=O)c1ccccc1)C(=O)C(=O)c1ccccc1-2	-16	-1	0	0	-13	-3	10	-20	4.8
COc1cc2c(c(OC)c1OC)-c1ccc(SC)c(=O)cc1C(NC=O)CC2 (stereo not given)	nt	-4	-12	3	nt	-6	0	-10	1.5
O=C(OCCN1CCOCC1)c1cccc(F)c1	-9	-3	0	1	-7	7	0	4	0.0
Fc1ccccc1N1CCN(c2ncnc3nc[nH]c23)CC1	-7	-1	-13	5	-14	4	3	-21	3.4
O=C(NC1CCCCC1)C1(S(=O)(=O)c2ccc(Cl)cc2)CC1	-2	-10	-11	12	-3	-10	-2	-6	0.1
COc1ccc(Cl)cc1NC(=O)C1COc2ccccc2O1 (stereo not given)	-10	-7	3	-2	-9	5	-2	-5	4.7
O=C(C1CC(=O)N(C2CCCC2)C1)N1CCN(c2ccccc2F)CC1 (stereo not given)	-14	-2	-10	7	1	-25	2	-1	0.8
COc1cccc(/C=N/NC(=O)c2ccc(=O)n(C)c2)c1OC	-2	-2	-1	8	-5	-12	1	-10	0.3
COc1cc(/C=N/N(C)c2ccccc2)ccc1O	-19	-5	-1	3	-17	-9	-3	-14	-0.7
CCOc1ccc(OCC)c(S(=O)(=O)NNC(=O)c2c(C)nc3ccccn23)c1	-18	-7	-9	13	-3	6	2	-14	0.9
CC(C)NC(=O)N(Cc1ccc(Cl)cc1)Cc1cccs1	-32	-5	-1	2	-7	-13	3	-7	0.9

Given with each value named: part of the list above.
> COc1ccc(NC(=O)C/C(C)=N/NC(=O)C(=O)NC2CCCCC2)c(OC)c1
  CHO parental Ca: -8	M1 ag: -7	M1 antag: 9	M1 PAM: -11	OXTR potentiator: -12	CHRM4 antagonist: -8	CHRM4 agonist: 0	CHO-K1 Ca antag: -4	M1 ag parental: -0.2
> CCOc1ccc(-n2c(=O)c3sccc3n(CC(=O)NCc3ccco3)c2=O)cc1
  CHO parental Ca: -10	M1 ag: -3	M1 antag: -1	M1 PAM: 3	OXTR potentiator: -4	CHRM4 antagonist: -4	CHRM4 agonist: 0	CHO-K1 Ca antag: -13	M1 ag parental: 0.4
> COc1cc(C(=O)Nc2ccc(O)cc2C(=O)O)ccc1OC(C)=O
  CHO parental Ca: -3	M1 ag: -2	M1 antag: -2	M1 PAM: 2	OXTR potentiator: -2	CHRM4 antagonist: 5	CHRM4 agonist: -2	CHO-K1 Ca antag: 15	M1 ag parental: -1.0
> O=C(c1cc2ccccc2o1)N1CCN(c2cccc(C(F)(F)F)c2)CC1
  CHO parental Ca: -10	M1 ag: -1	M1 antag: 3	M1 PAM: 4	OXTR potentiator: -6	CHRM4 antagonist: 6	CHRM4 agonist: 1	CHO-K1 Ca antag: -8	M1 ag parental: 1.6

Some of the entries above, set out differently.
Fields: CHO parental Ca | M1 ag | M1 antag | M1 PAM | OXTR potentiator | CHRM4 antagonist | CHRM4 agonist | CHO-K1 Ca antag | M1 ag parental
> Fc1ccccc1N1CCN(c2ncnc3nc[nH]c23)CC1
    -7 | -1 | -13 | 5 | -14 | 4 | 3 | -21 | 3.4
> O=C(NC1CCCCC1)C1(S(=O)(=O)c2ccc(Cl)cc2)CC1
    -2 | -10 | -11 | 12 | -3 | -10 | -2 | -6 | 0.1
> COc1ccc(Cl)cc1NC(=O)C1COc2ccccc2O1 (stereo not given)
    -10 | -7 | 3 | -2 | -9 | 5 | -2 | -5 | 4.7
> O=C(C1CC(=O)N(C2CCCC2)C1)N1CCN(c2ccccc2F)CC1 (stereo not given)
    -14 | -2 | -10 | 7 | 1 | -25 | 2 | -1 | 0.8
